Bioassay records (PubChem)
GoLoco inh red: RGS12 GoLoco-Gai1 interaction inhibition; P63096; Gai1:RGS12 GoLoco peptide FP, rhodamine, 10 min; Potency, µM (top dose mostly 61.6 µM), inactives show at the highest dose activity, negative = inhibition, hits mostly inhibitors; actives 0.44% (n = 230,000); active = well fitted inhibition curve with a large enough effect, not every such curve was filed as active; inactive = no such curve, though single readings can be large or run the other way; note: % is set by controls: 0 for no effect and ±100 for the full control effect; nearly all actives have a fitted effect of over 30% in size; many of its hits are not listed in these tables
Target sequence (P63096 whole entry, looked up): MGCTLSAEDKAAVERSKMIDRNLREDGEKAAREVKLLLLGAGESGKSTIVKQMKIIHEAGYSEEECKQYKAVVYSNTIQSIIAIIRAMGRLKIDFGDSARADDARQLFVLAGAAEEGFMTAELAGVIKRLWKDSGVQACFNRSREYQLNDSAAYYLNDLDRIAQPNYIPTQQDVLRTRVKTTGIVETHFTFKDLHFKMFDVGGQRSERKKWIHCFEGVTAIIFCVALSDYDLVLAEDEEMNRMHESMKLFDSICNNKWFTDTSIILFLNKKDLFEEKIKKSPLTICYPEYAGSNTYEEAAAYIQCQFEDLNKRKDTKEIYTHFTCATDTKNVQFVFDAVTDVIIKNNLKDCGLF
GAA glycogen: GAA glycogen-cleavage inhibition or activation. P10253. recombinant GAA, glycogen substrate, Amplex Red glucose oxidase fluorescence. Potency, µM (highest dose often 76.4 µM), for inactives: at the top dose activity change, negative = inhibition, usual class: inhibitors. actives 0.38% (n = 300,000);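 note: 0% = full enzyme reaction and -100% = no-enzyme basal signal; the screen sought inhibitors and activators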
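Recombinant enzyme (4 nM final) with compounds titrated up to 77 uM and bovine liver glycogen (30 ug) in citrate pH 5.0, 0.01% Tween-20, 37 C 40 min. Released glucose detected by Amplex Red/glucose oxidase (Ex 573/Em 610); AC50 from Hill fits.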
KDM4E inh: JMJD2E (human) inhibition | actives 1.6% (n = 230,000) | Potency, µM (series often up to 57.1 µM), for inactives: top-dose activity change, negative = inhibition, actives largely listed as inhibitors | B2RXH2 | JMJD2E catalytic domain, FDH-coupled NADH fluorescence (FDH is formaldehyde dehydrogenase); active = well fitted inhibition curve with a large enough effect, not every such curve was filed as active; inconclusive = small, poorly fitted or top-dose-only effect, or another doubt; inactive = no such curve, though single readings can be large or run the other way;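 note: 0% = wells with enzyme and -100% = buffer wells without enzyme; nearly all actives have a fitted effect of over 50% in size; many of its hits are not listed in these tables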
Target sequence (B2RXH2 1-337 limits assumed): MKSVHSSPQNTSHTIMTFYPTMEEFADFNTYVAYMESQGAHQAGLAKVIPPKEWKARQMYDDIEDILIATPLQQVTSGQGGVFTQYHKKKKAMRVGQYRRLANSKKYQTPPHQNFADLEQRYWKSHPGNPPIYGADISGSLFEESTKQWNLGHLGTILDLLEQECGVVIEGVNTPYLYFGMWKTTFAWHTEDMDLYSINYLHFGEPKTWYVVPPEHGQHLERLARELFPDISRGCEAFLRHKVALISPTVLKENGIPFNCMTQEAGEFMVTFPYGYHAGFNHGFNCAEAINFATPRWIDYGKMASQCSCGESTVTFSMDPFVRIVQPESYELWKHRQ
GAA inhib: blocks human lysosomal alpha-glucosidase; purified human GAA, 4-MU-alpha-glucoside fluorescence; Potency, µM (top dose mostly 76.9 µM), for the others: at the top dose activity change, negative = inhibition, actives largely listed as inhibitors; actives 0.005% (n = 200,000); AID 1466;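 note: plate controls were uninhibited enzyme wells for no effect and no-enzyme background for full effect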
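Human alpha-glucosidase, 4 nM, pre-mixed with test compounds before 400 uM 4-methylumbelliferyl substrate; 20 min room temperature at pH 5.0. Fluorescence read after pH 10 stop; AC50 values from Hill-equation fits.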
ALDH1A1 inh: inhibitors of human aldehyde dehydrogenase 1A1. P00352. Purified ALDH1A1, NADH fluorescence, propionaldehyde substrate. Potency, µM (titrated, usually from 75.3 µM), inactives show at the top dose activity, negative = inhibition, usual class: inhibitors. actives 7.3% (n = 220,000). AID 1030; active = well fitted inhibition curve with a large enough effect, not every such curve was filed as active; inconclusive = small, poorly fitted or top-dose-only effect, or another doubt; inactive = no such curve, though single readings can be large or run the other way;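 note: plate controls were no enzyme wells and a reference inhibitor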
SMN2 splice up: increases expression of the SMN2 splice variant; actives 2.8% (n = 210,000); HEK293 SMN2-luciferase splicing reporter, luminescence, 30-36 h; Potency, µM (titrated, usually from 46.1 µM), for inactives: at the highest dose activity change, positive = activation, usual class: activators; AID 1458; note: % of control where 0% means no effect; nearly all actives have a fitted effect of over 55% in size
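HEK293 cells carry an SMN2 minigene-luciferase reporter in which exon 7 inclusion puts luciferase in frame. Cells were seeded at 2000 cells/well, attached for 10-12 hours, then exposed to compounds for 30-36 hours at 37C before ONE-Glo luminescence.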
GAA spleen mod: lysosomal alpha-glucosidase (human) modulation | AID 2112 | actives 0.006% (n = 240,000) | P10253 | Potency, µM (highest dose often 79.9 µM), for the others: at the highest dose activity change, negative = inhibition, usual class: inhibitors | human spleen homogenate, 4-MU-alpha-glucoside fluorescence;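 note: 0% = enzyme with vehicle and -100% = no enzyme basal signal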
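Enzyme source: human spleen homogenate, 1 ug/well. Buffer 50 mM citric acid/K phosphate pH 5.0, 0.01% Tween-20. 4-MU-alpha-glucoside 1 mM; 37 C x 40 min; NaOH/glycine stop; fluorescence.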
GLA spleen mod: inhibits or activates alpha-galactosidase in human spleen homogenate | Potency, µM (top dose mostly 80 µM), without a hit: at the top dose activity change, negative = inhibition, actives largely listed as inhibitors | human spleen homogenate, 4MU-alpha-Gal fluorescence, 40 min | actives 0.008% (n = 240,000) | AID 2107 | P06280;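 note: 0% = enzyme with vehicle and -100% = no enzyme basal signal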
Target sequence (P06280 32-429 limits assumed): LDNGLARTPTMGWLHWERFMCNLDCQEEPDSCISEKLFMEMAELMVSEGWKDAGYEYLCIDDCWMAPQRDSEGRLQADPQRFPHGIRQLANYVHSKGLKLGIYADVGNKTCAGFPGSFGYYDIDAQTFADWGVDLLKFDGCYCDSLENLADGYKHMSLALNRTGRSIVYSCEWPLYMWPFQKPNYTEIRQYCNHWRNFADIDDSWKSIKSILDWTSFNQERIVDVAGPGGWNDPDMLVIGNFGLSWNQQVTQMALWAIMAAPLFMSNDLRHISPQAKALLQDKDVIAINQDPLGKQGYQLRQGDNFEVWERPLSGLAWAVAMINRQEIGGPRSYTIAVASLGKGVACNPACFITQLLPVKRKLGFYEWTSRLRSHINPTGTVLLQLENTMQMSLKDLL
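qHTS titration in buffer at pH 5.0. Alpha-galactosidase activity in spleen homogenate was measured via 4-methylumbelliferone release from 1 mM fluorogenic substrate after 40 min at 37C and a pH 10 stop. AC50 came from Hill fits of control-normalized data.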
* marks the source's active call; other numbers are inactive results; u = inconclusive; x = no result given; [ ] = another dose, or the depositor's remark. Unless noted, calls come from the whole dose curve; as a rule, active = well fitted curve in the direction sought with a large enough effect; inconclusive = small, poorly fitted or top-dose-only effect, or another doubt; inactive = no such curve, though single readings can be large; an effect the other way counts as inactive or inconclusive. Potency is the fitted concentration of half-maximal effect. The list is partial; rates above refer to the full screens.

The first 3 compounds (preview)
SMILES	GoLoco inh red	GAA glycogen	KDM4E inh	GAA inhib	ALDH1A1 inh	SMN2 splice up	GAA spleen mod	GLA spleen mod
CC(C)(C)C(=O)N1CCN(c2ccc([N+](=O)[O-])c(NCC3CCCO3)c2)CC1 (configuration not stated)	-2%	7%	6%	2%	u	-13%	-3%	-17%
CC1=NCCN1S(=O)(=O)c1cc(Cl)ccc1Cl	10%	6%	11%	-8%	-1%	-7%	-15%	0%
CN1CCN(c2nc3ccccn3c(=O)c2/C=C(\C#N)S(=O)(=O)c2ccc(Cl)cc2)CC1	12%	-3%	u	x	x	x	-2%	6%

The list itself, repeating the preview:
SMILES	GoLoco inh red	GAA glycogen	KDM4E inh	GAA inhib	ALDH1A1 inh	SMN2 splice up	GAA spleen mod	GLA spleen mod
CC(C)(C)C(=O)N1CCN(c2ccc([N+](=O)[O-])c(NCC3CCCO3)c2)CC1 (configuration not stated)	-2%	7%	6%	2%	u	-13%	-3%	-17%
CC1=NCCN1S(=O)(=O)c1cc(Cl)ccc1Cl	10%	6%	11%	-8%	-1%	-7%	-15%	0%
CN1CCN(c2nc3ccccn3c(=O)c2/C=C(\C#N)S(=O)(=O)c2ccc(Cl)cc2)CC1	12%	-3%	u	x	x	x	-2%	6%
Cc1ccc(C(=O)NCC(=O)NCC(=O)OCC(=O)c2ccc(Br)cc2)cc1	-2%	9%	3%	-1%	13%	7%	-7%	-6%
CC(=O)N1CCN(c2ccc(Oc3ncnc4sccc34)cc2)CC1	4%	-15%	7%	-9%	16%	-48%[inhibitor]	3%	2%
CC1CN(Cc2cc(=O)[nH]c(C(C)C)n2)CC(C)O1 (configuration not stated)	-8%	2%	2%	5%	2%	17%	10%	7%
Cc1ccc(OCCCCNC2CCCC(C)C2C)c(C)c1 (configuration not stated)	1%	-14%	u	1%	-5%	-10%	-1%	1%
O=C(/C=C/c1ccccc1[N+](=O)[O-])NCCc1ccc(F)cc1	-5%	-8%	9%	-3%	u	18%	-3%	0%
O=C(O)CC(CC(=O)Nc1ccc(F)c(Cl)c1)c1ccc(Cl)cc1Cl (configuration not stated)	5%	-3%	-4%	x	x	x	11%	19%
CC(C)c1cc(C(=O)N/N=C/c2cccnc2)n[nH]1	2%	12%	-3%	-11%	5%	18%	-8%	-5%
O=C(NC(=S)N1CCN(c2ccc([N+](=O)[O-])cc2)CC1)c1ccco1	13%	9%	0%	12%	u	-15%	-9%	-9%
O=C1CSC(=Nc2ccc(Cl)cc2)N1Cc1cccnc1	4%	9%	2%	2%[15.4 µM]	-11%	x	1%	2%
CCN(CC)CC(=O)Nc1c(C#N)cnn1-c1ccccc1	3%	4%	-9%	x	x	x	-4%	1%
Cc1nnc(NC(=O)CSc2nnc(NC(=O)C(C)(C)C)s2)s1	6%	20%	6%	4%	14%	13%	0%	-6%
O/N=C1\CCSc2ccc(F)cc21	0%	-1%	-20%	0%[15.4 µM]	-4%	x	-2%	14%
Fc1ccccc1Cc1nnc2n1N=C(c1ccc(Cl)cc1)CS2	2%	7%	9%	-13%	10%	26%	-16%	2%
O=C(CSc1nnc(-c2ccncc2)n1C1CCCCC1)Nc1ccccc1	-6%	4%	2%	-3%	1%	1%	2%	-7%
CCN(CC)CCCN1C(=O)C(=O)/C(=C(/O)c2ccc3c(c2)OCCO3)C1c1ccc(C)o1 (configuration not stated)	-3%	2%	-24%	0%[15.4 µM]	25µM*	10%	3%	3%
Cc1ccc([N+](=O)[O-])cc1NC(=O)CN(C1CCCCC1)S(=O)(=O)c1ccc(Cl)cc1	4%	-7%	-2%	-13%	u	-37%	1%	0%
COC(=O)c1c(NC(=S)Nc2cc(OC)c(Cl)cc2OC)sc2c1CCCCC2	18%	u	-2%	-2%	6.3µM*	-7%	-8%	-9%
O=C(Nc1cccc(-c2cn3ccccc3n2)c1)c1ccccc1	6%	2%	u	6%	-10%	u	6%	1%
Cc1ccc(NC(=O)C2CCN(S(=O)(=O)c3cccc4nonc34)CC2)nc1	x	-7%	0%	-3%	u	x	0%	-2%
Nc1nc(SCc2ccc(Cl)cc2)[nH]c(=O)c1-c1ccccc1	5%	4%	4%	3%	u	3%	3%	1%
O=C1C(Nc2cccc(O)c2)=C(N2CCCCC2)C(=O)c2ccccc21	-13%	u	13%	u	u	-30%[inhibitor]	-1%	18%
O=C(NCCN1C(=O)S/C(=C\c2ccccc2)C1=O)c1cc(S(=O)(=O)N2CCOCC2)c(Cl)cc1Cl	29%	16%	-14%	-3%	5%	-34%[inhibitor]	-4%	-12%
CCOc1ccc2[nH]c(=O)c(CN(Cc3cccnc3)C(=O)Nc3ccccc3OC)cc2c1	5%	3%	u	u	-5%	u	-14%	-10%
CC(C)(C)CC(=O)Nc1cc(S(=O)(=O)N2CCOCC2)ccc1N1CCCC1	10%	3%	-10%	x	x	x	-2%	2%
C=CCC(O)(C#Cc1ccccc1)c1ccccc1 (configuration not stated)	3%	x	7%	x	4%	2%	-4%	-4%
C=C(C)CNC(=S)NN=C1c2ccccc2-c2ccccc21	6%	-6%	-3%	2%	u	9%	-4%	-3%
CC(=O)c1cc(F)c(N2CCN(C(=O)c3ccco3)CC2)cc1C	-9%	2%	0%	-2%	u	13%	-12%	5%
CSc1nsc(/C=C/Nc2ccc(O)cc2C)c1C#N	-49%	u	13µM*	-3%	25µM*	-4%	x	0%
COc1ccc(N(CC(=O)Nc2cccc(C)c2)S(=O)(=O)c2c(C)n[nH]c2C)cc1	2%	-16%	8%	-10%	1%	6%	0%	-1%
NS(=O)(=O)c1ccc(N2CCCCCC2)c([N+](=O)[O-])c1	18%	1%	-2%	-6%	u	x	1%	1%
COC(=O)c1ccc(CSc2nnc(Nc3ccc(C)cc3)s2)o1	5%	-3%	3%	u	-11%	x	-9%	-6%
O=C1C2ON(c3ccccc3)C(c3ccncc3)C2C(=O)N1c1ccc(N2CCOCC2)cc1 (configuration not stated)	0%	13%	-9%	0%[15.4 µM]	-8%	-7%	-4%	0%
O=C(c1ccco1)[C@@H]1[C@@H]2C(=O)N(c3ccccc3)C(=O)[C@@H]2C2c3ccccc3C=CN21 (some centres not stated)	57%[activator]	-15%	u	0%	2.2µM*	3%	0%	-4%
Cc1ccc(NC(=O)Nc2nnc(-c3ccncc3)s2)cc1C	-3%	-2%	15%	10%	-3%	x	2%	-3%
CCCCN(CC)Cc1ccc(CNC(=O)Nc2ccccc2)o1	-2%	6%	-7%	-6%	9%	1%	2%	3%
COC(=O)c1ccc(CSc2nnc(CNC(=O)c3ccccc3F)o2)o1	1%	0%	6%	0%	-14%	3%	1%	10%
COCCN1C=C2C(=O)C(C)(OC(=O)C3CCCC3)C(=O)C(c3ccccc3)=C2C=C1CCCC(=O)OC (configuration not stated)	1%[14.2 µM]	7%	u	x	-12%[13.5 µM]	1%[9.22 µM]	-1%[17.4 µM]	0%[17.5 µM]
COc1ccc(S(=O)(=O)NCC2CCCN(C(=O)c3cccnc3C)C2)cc1 (configuration not stated)	-12%	-7%	-3%	4%	-13%	x	-17%	8%
CCOC(=O)C(NCc1ccccc1OC)(NC(C)=O)C(F)(F)F (configuration not stated)	-2%	0%	2%	-4%	10%	10%	1%	10%
O=C(Nc1ccc(OCC(=O)N2CCC(Cc3ccccc3)CC2)cc1)c1ccco1	-12%	-3%	-7%	-12%	10µM*	-12%	-5%	-2%
CCN(CC(=O)NCc1cccs1)c1nnnn1-c1ccccc1	-6%	-1%	-4%	5%	-13%	-7%	3%	5%
CC(=O)c1sc(N2CCOCC2)nc1-c1ccccc1	6%	-5%	-6%	1%	-9%	-5%	-2%	0%
COc1ccc(N=C2SC(CC(=O)Nc3ccccc3OC)C(=O)N2Cc2ccco2)cc1 (configuration not stated)	31%[activator]	-2%	8%	5%	9%	x	4%	2%
CC(C)CCn1cnc2c(cnn2-c2ccc(F)cc2)c1=O	1%	8%	-22%	-3%	u	-12%	-14%	-3%
COc1cc(/C=C/C(=O)c2cccs2)cc(OC)c1OC	-2%	x	u	x	10µM*	x	-4%	2%
O=C(N/N=C/c1ccccc1)c1ccc(CN2C(=O)c3cccc4cccc2c34)cc1	9%	5%	u	12%	u	-7%	0%	-5%
Cc1cc(C)n2ncc(C(=O)Nc3ccc4c(c3)OCO4)c2n1	12%	4%	5%	-7%	-6%	30%	-8%	-1%
CN(C(=O)COC(=O)c1ccc(Cl)c(N)c1)c1ccccc1	10%	9%	u	2%	u	-1%	-1%	-8%
CC(Oc1ccc(Cl)cc1)c1ccnc(N)n1 (configuration not stated)	9%	-9%	1%	-5%	1%	-2%	-1%	-6%
Cn1c(C(=O)NCCCN2CCOCC2)cc2c(=O)n(C)c3ccccc3c21	1%	-3%	u	-3%	u	7%	4%	-4%
CC(=O)N1CCN(CCN=CC2=C(O)CC(C)(C)CC2=O)CC1	8%	7%	4%	-3%	-14%	9%	-5%	u
O=C(c1ccccc1)c1ccc2nc(-c3ccc(NC(=O)c4ccccc4F)cc3)[nH]c2c1	5%	2%	4%	2%	5%	-18%	-5%	1%
COc1ccc(/C=N/Nc2nc3ccccc3c(=O)[nH]2)cc1	17%	1%	u	u	u	13µM*	u	u
Fc1ccc(-c2n[nH]c(=S)n2CC2CCCO2)cc1 (configuration not stated)	-10%	0%	-9%	-13%	-3%	4%	-2%	1%
O=C(c1ccc(S(=O)(=O)N2CCCCC2)cc1)N1CCN(c2ccccc2)CC1	1%	-3%	7%	4%	9%	-4%	-2%	4%
CN(C)C(=O)CN(c1ccc(F)c(Cl)c1)S(C)(=O)=O	-18%	1%	-1%	2%	u	-4%	-5%	1%
CCOc1ccc(-c2nc(CSCC(=O)NC3CCCc4ccccc43)c(C)o2)cc1 (configuration not stated)	-5%	2%	u	-7%	u	-13%	-1%	0%
CCOC(=O)c1c(NC(=O)C2C3C=CC(CC3)C2C(=O)O)sc(C)c1CC (configuration not stated)	-3%	4%	-11%	-5%	-1%	-11%	-3%	-4%
C=CCOCCN(CC)CC	5%	2%	9%	-3%	9%	x	-1%	-7%
CC(C)C(=O)Nc1ccc(C(=O)NNC(=S)NC(=O)c2ccccc2[N+](=O)[O-])cc1	-16%	u	u	3%	5%	17%	3%	5%
